Screening results from PubChem BioAssay.
AmpC detergent: AmpC beta-lactamase inhibition with detergent present | P00811 | AmpC hydrolysis of nitrocefin, absorbance 480 nm, 0.01% Triton | Potency, µM (series often up to 114 µM), without a hit: at the highest dose activity change, negative = inhibition, usual class: inhibitors | 0.041% of 370,000 active;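 further: potency means the concentration at half of the fitted maximal effect; 0% = no-compound wells and -100% = no-enzyme wells; nearly all actives have a fitted effect of over 25% in size; some results filed as inactive show a strong effect at the top dose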
Target sequence (P00811 whole entry, looked up): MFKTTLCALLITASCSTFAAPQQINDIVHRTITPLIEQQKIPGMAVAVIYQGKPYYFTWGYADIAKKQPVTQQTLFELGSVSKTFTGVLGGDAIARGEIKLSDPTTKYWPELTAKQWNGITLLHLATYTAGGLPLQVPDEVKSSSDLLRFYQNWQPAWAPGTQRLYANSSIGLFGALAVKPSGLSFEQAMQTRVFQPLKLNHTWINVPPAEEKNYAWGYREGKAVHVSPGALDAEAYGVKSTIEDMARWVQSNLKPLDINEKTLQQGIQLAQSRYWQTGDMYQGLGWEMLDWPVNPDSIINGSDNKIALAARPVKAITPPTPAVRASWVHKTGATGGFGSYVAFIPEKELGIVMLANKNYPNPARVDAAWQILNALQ
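AmpC (5.3 nM in the dispensed reagent) in 20 mM phosphate pH 7.0 with 0.01% (detergent screen) or 0.0001% Triton X-100 was preincubated with compounds for 15 min at room temperature. Nitrocefin was then added from an 800 uM solution, and hydrolysis was followed at 480 nm.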
AmpC no deterg: blocks E. coli AmpC beta-lactamase in detergent-free assay. AmpC nitrocefin hydrolysis, absorbance 480 nm, 0.0001% Triton. Potency, µM (highest dose often 57.1 µM), for inactives: at the top dose activity change, negative = inhibition, most hits filed as inhibitors. 0.52% of 330,000 active;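 further: potency means the concentration at half of the fitted maximal effect; plate controls were no compound for no effect and no enzyme for full effect; nearly all actives have a fitted effect of over 20% in size; some results filed as inactive show a strong effect at the top dose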
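AmpC (5.3 nM in the dispensed reagent) in 20 mM phosphate pH 7.0 with 0.01% (detergent screen) or 0.0001% Triton X-100 was preincubated with compounds for 15 min at room temperature. Nitrocefin was then added from an 800 uM solution, and hydrolysis was followed at 480 nm.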
FBPA Giardia inh: inhibitors of Giardia lamblia fructose-1,6-bisphosphate aldolase. purified Giardia FBPA. Potency, µM (titrated, usually from 59.6 µM), inactives show at the highest dose activity, negative = inhibition, hits mostly inhibitors. 0.71% of 290,000 active. AID 2451; further: potency means the concentration at half of the fitted maximal effect; nearly all actives have a fitted effect of over 55% in size
Target sequence (A8B2U2 whole entry, looked up): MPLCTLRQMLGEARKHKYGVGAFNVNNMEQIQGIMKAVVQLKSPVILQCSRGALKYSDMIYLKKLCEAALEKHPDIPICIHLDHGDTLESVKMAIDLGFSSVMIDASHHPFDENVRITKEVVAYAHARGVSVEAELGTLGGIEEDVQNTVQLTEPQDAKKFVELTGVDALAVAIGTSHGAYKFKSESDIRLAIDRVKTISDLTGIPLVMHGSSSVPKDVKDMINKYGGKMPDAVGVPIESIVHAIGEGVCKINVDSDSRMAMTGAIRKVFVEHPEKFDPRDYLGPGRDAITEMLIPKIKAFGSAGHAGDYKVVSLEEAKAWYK
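Giardia FBPA (40 nM reagent) was preincubated 10 min at RT with compound (up to 57.5 uM final), then substrate plus GAPDH/TPI/NAD/arsenate coupling system with diaphorase/resazurin was added; resorufin fluorescence (525/598 nm) was read after 20 min.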
AMA1 RON2 block: inhibitors of Plasmodium falciparum AMA1-RON2 interaction | AlphaScreen AMA1-biotinylated RON2 peptide binding | Potency, µM (titrated, usually from 58.2 µM), for inactives: top-dose activity change, negative = inhibition, hits mostly inhibitors | 0.2% of 360,000 active | AID 720542;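 further: potency means the concentration at half of the fitted maximal effect; 0% = vehicle wells and -100% = peptide control; nearly all actives have a fitted effect of over 45% in size; some results filed as inactive show a strong effect at the top dose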
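AMA1 (3D7) with his tag at 25 nM final met compounds first, then biotinylated RON2 peptide at 25 nM; detection used donor plus acceptor beads, 10 µg/mL apiece, read by AlphaScreen after 30 min at room temperature.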
Sm TGR inh: blocks Schistosoma mansoni thioredoxin glutathione reductase; purified TGR, DTNB reduction, TNB absorbance 405 nm; Potency, µM (series often up to 114 µM), for the others: top-dose activity change, negative = inhibition, most hits filed as inhibitors; 3% of 360,000 active; AID 485364; further: potency means the concentration at half of the fitted maximal effect; nearly all actives have a fitted effect of over 60% in size
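Kinetic colorimetric format: TGR-catalysed, NADPH-driven DTNB reduction monitored via TNB absorbance. Enzyme dispensed at 20 nM; compound exposure 15 min at room temperature before reaction start.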
HCMV inh: inhibitors of human cytomegalovirus | HFF cells, HCMV-luciferase reporter, 72 h; stronger effect = lower value | activity change, negative = inhibition, % at 57.5 µM | 4.5% of 410,000 active; in the data active means activity change below about -60%; inconclusive means no clear call, values can overlap the other calls; inactive means above about -39%
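Screen run at 2 compound doses on HFFs infected with reporter HCMV, MOI 1 PFU/cell. Luciferase activity from cell lysates at 72 h post infection gave inhibition relative to buffer-only and Salinomycin wells.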
Numbers without * were called inactive; u = inconclusive; x = not tested or not shown; [ ] = remark or other dose. Unless noted, the call rests on the fitted dose curve; in most records, active means well fitted curve in the direction sought with a large enough effect; inconclusive means small, poorly fitted or top-dose-only effect, or another doubt; inactive means no such curve, though single readings can be large; an effect the other way counts as inactive or inconclusive. Unless noted, on the % scale 0 is the no-effect control and ±100 the full control effect.

SMILES	AmpC detergent	AmpC no deterg	FBPA Giardia inh	AMA1 RON2 block	Sm TGR inh	HCMV inh
Cc1ccc(S(=O)(=O)N(C)/C(=N/S(=O)(=O)c2ccccc2)c2ccccc2)cc1	3%	-21%	-21%	-10%	1%	-24
CC1(c2ccccc2)NC(=O)N(CC(=O)NC(=O)NC2CCCC2)C1=O (centres undefined)	10%	28%	5%	31%[activator]	14%[11.4 µM]	21
O=C(NCCN1CCN(S(=O)(=O)c2ccc([N+](=O)[O-])cc2)CC1)C(=O)Nc1ccccc1	-1%	-19%	2%	-1%	-2%	33
Cc1ccc(S(=O)(=O)N(C)C)cc1NC(=O)CN1CCN(Cc2ccccc2)CC1	0%	66%[activator]	5%	-4%	1%	-18
Cc1ccc(OCCC(=O)OCC(=O)NCCc2ccccc2)cc1	1%	16%	1%	0%	4%	-13
CCN(CCn1cccn1)C(=O)C1CCC(=O)N(CCN2CCOCC2)C1 (centres undefined)	-10%	1%	x	-10%	1%	17
COc1ccc(CC(=O)OC(C)C(=O)Nc2ccc(Cl)cn2)cc1 (centres undefined)	-6%	-24%	x	-1%[11.6 µM]	-15%	-5
O=C(c1ccc(CN2CCc3ccccc3C2)cc1)N1CCN(c2ccccc2)CC1	-11%	-2%	-8%	10%	-9%	-3
CC(Sc1nc(-c2ccccc2)cs1)C(=O)Nc1ccc(Cl)cn1 (centres undefined)	-17%	5%	-2%	-11%	8%	-35
CC1CCCC/C1=N\NC(=S)Nc1ccccc1 (centres undefined)	6%	-48%	u	73%[activator]	-18%	u
Cc1cccc(Sc2ccc([N+](=O)[O-])cn2)c1	u	-17%	13%	-18%	1%	16
O=C(NNc1nc2ccc(F)cc2s1)c1cccc(F)c1	2%	-37%	8%	89%[activator]	1%	-81*
C[C@H]1[C@H](OC(=O)CCC(=O)NCc2ccc(C(=O)O)cc2)O[C@@H]2O[C@@]3(C)CC[C@H]4[C@H](C)CC[C@@H]1C24OO3	2%	-5%	3%	39%[activator]	5%	x
CCCCn1nc(C(=O)NCc2ccccc2CN2CCCC2)c2ccccc2c1=O	-13%	44%	x	-3%	-18%	-18
O=C(N/N=C/c1c(O)n(C2CC2)c(=S)[nH]c1=O)c1ccccc1	-5%	-35%	5%	-15%	-17%	-8
CCOC(=O)c1ccc(NC(=O)Cn2nnc(-c3ccccc3)n2)cc1	1%	-8%	6%	-2%	0%	2
Cc1nc(C)n(C(C)CNC(=O)c2ccccc2)n1 (centres undefined)	u	-13%	-5%	5%	-7%	0
COc1ccc(Cc2nnc(NC(=O)c3ccccc3[N+](=O)[O-])s2)cc1	-1%	-24%	13%	-5%	-7%	-4
CCOc1ccccc1NC(=O)Cc1c(F)cccc1Cl	-2%	-21%	-5%	10%	-13%	40
COc1ccccc1C1CC(=O)Oc2cc(C)c(Cl)c(C)c21 (centres undefined)	x	-37%	-22%[89.2 µM]	-3%	x	1
Cc1ccnc(NS(=O)(=O)c2ccc(NC(=O)C34CC5CC(C)(CC(C)(C5)C3)C4)cc2)n1	0%	-33%	8%	2%	-4%	49
COc1ccc(NC(=O)c2ccc(COCC(F)(F)C(F)F)cc2)cc1	5%	-20%	4%	-1%	3%	11
CCC(=O)N1CCc2cc(S(=O)(=O)CCC(=O)N3CCCC(C)C3)ccc21 (centres undefined)	-13%	1%	x	-1%	-37%	-27
COc1cccc2cc(C(=O)NCc3ccco3)c(=Nc3ccc(C(=O)O)cc3)oc12	-3%	-27%	7%	2%	-4%	-78*
O=C(O)c1ccc(Sc2ccccn2)c([N+](=O)[O-])c1	1%	6%	12%	1%	-4%	1
CC(C)COc1ccc(C(=O)Nc2cc3nn(-c4ccccc4)nc3cc2Cl)cc1	0%	x	x	x	6%	26
CC(=O)N1c2ccc(S(=O)(=O)N3CCCC(C(=O)NCc4ccc(Cl)cc4)C3)cc2CC1C (centres undefined)	4%	113%[activator]	7%	0%	7%	-76*
O=C(CSCc1c(F)cccc1Cl)NCc1ccncc1	-3%	-1%	0%	5%	x	-6
Cc1ccc(S(=O)(=O)N(CC(=O)Nc2c(C)cccc2C)c2cccc(Cl)c2)cc1	-3%	x	x	x	1%	u
Cc1ccc(C(=O)N/C(=C\c2sccc2C)C(=O)NCc2ccco2)cc1	0%	-19%	4%	5%	0%	-15
COc1ccc(CC(=O)NNC(=S)NCC2CC2)cc1OC	-5%	-9%	-9%	75%[activator]	1%	0
N=c1c2c(-c3ccccc3)c(-c3ccccc3)n(Cc3ccco3)c2ncn1CCN1CCOCC1	u	180%[activator]	4%	-18%	-30%	-33
CN(C)CCCN(C(=O)c1cc(Cl)sc1Cl)c1nc2cc3c(cc2s1)OCO3	2%	139%	x	-3%	-25%	31
CC1CCCCC1NC(=O)CCC(=O)N1CCOc2ccc(Cl)cc21 (centres undefined)	0%	16%	x	-7%	3%	u
CCCC(=O)C1=C(N2CCCC2)CC(C)(C)C(C(=O)OC)C1=O (centres undefined)	-5%	-3%	-2%	-2%	3%	-30
CCn1c(=O)c2sccc2n2c(CCC(=O)Nc3cc(C)cc(C)c3)nnc12	12%	x	x	x	3%	-39
CCOc1ccc(N2CC(C(=O)OCC(=O)NCc3ccccc3)CC2=O)cc1 (centres undefined)	-11%	32%	2%	-1%	-1%	-29
CC(C)Cn1c(SCC(=O)N2CCc3ccccc3C2)nc2cc(Cl)ccc2c1=O	u	-16%	0%	2%	-9%	-20
COc1ccccc1CNC(=O)CCC(=O)Nc1nnc(C)s1	0%	-9%	2%	136%[activator]	2%	24
CCN(CC)C(=O)c1c(-c2ccccc2)c(-c2ccccc2)nn(C)c1=O	19%	x	x	x	1%	-35

Among those listed so far, seven have an aryl methoxy group.
SMILES	AmpC detergent	AmpC no deterg	FBPA Giardia inh	AMA1 RON2 block	Sm TGR inh	HCMV inh
COc1ccc(CC(=O)OC(C)C(=O)Nc2ccc(Cl)cn2)cc1 (centres undefined)	-6%	-24%	x	-1%[11.6 µM]	-15%	-5
COc1ccc(Cc2nnc(NC(=O)c3ccccc3[N+](=O)[O-])s2)cc1	-1%	-24%	13%	-5%	-7%	-4
COc1ccccc1C1CC(=O)Oc2cc(C)c(Cl)c(C)c21 (centres undefined)	x	-37%	-22%[89.2 µM]	-3%	x	1
COc1ccc(NC(=O)c2ccc(COCC(F)(F)C(F)F)cc2)cc1	5%	-20%	4%	-1%	3%	11
COc1cccc2cc(C(=O)NCc3ccco3)c(=Nc3ccc(C(=O)O)cc3)oc12	-3%	-27%	7%	2%	-4%	-78*
COc1ccc(CC(=O)NNC(=S)NCC2CC2)cc1OC	-5%	-9%	-9%	75%[activator]	1%	0
COc1ccccc1CNC(=O)CCC(=O)Nc1nnc(C)s1	0%	-9%	2%	136%[activator]	2%	24

(next part)
SMILES	AmpC detergent	AmpC no deterg	FBPA Giardia inh	AMA1 RON2 block	Sm TGR inh	HCMV inh
Cc1ccccc1OCc1ccc(-c2nc(C#N)c(N3CCCCC3)o2)o1	1%	x	x	x	-11%	-24
CCC(O)CNc1nc(SC)nc2sc3c(c12)CCN(C)C3 (centres undefined)	-12%	-2%	-11%	6%	-3%	39
O=C(c1ccccc1F)N(Cc1nc2ccccc2c(=O)[nH]1)C1CCCC1	8%	-20%	-5%	51%[activator]	2%	-27
CC(=O)c1cccc(CN2CCN(Cc3ccc(F)cc3)C(CCO)C2)c1 (centres undefined)	4%	19%	1%	-8%	45µM*	12
CCCCOc1cccc(C(=O)O)c1	u	-40%	6%	2%	6%	56
CC(C)C(=O)NNc1ccc(C(F)(F)F)cn1	-6%	-14%	3%	86%[activator]	-7%	27
Cc1cc(NC(=O)CC2(CC(=O)O)CCCC2)n(C)n1	0%	-11%	-6%	-5%	-3%	-20
CCC(=O)N(CC(=O)Nc1sc(C)c(C)c1C(N)=O)C1CCCCC1	2%	u	0%	26%	-8%	3
Fc1cccc(Cl)c1CNc1ccc(N2CCCC2)cc1	-1%	-30%	u	u	u	-29
CCN(CC(=O)NC1CCS(=O)(=O)C1)S(=O)(=O)c1cc([N+](=O)[O-])ccc1C (centres undefined)	0%	-9%	x	14%	0%	-6
Cc1nc(SC(C(=O)c2ccccc2)c2ccccc2)n[nH]1 (centres undefined)	u	-32%	-22%	-1%	-30%	-9
Cc1ccc(CSCC2Nc3ccc(C(=O)N4CCN(c5cccc(C)c5)C(C)C4)cc3NC2=O)cc1 (centres undefined)	-10%	-26%	-6%	x	u	x
COc1cc(OC)c(C2=NOC(C(=O)N3CCc4ccccc4C3)C2)cc1Cl (centres undefined)	3%	83%[activator]	-8%	6%	3%	-19
CCC(C)NC(=O)C1CCCN(S(=O)(=O)c2ccc(-n3cnnn3)cc2)C1 (centres undefined)	-4%	-10%	1%	-8%	-4%	9
CSc1ccc(CN(C)CC(=O)Nc2cccc(Br)c2)cc1	10%	-2%	-8%	1%[11.6 µM]	-3%	-19
O=C(N1CCOCC1)N1CCCN(C(=O)N2CCOCC2)CC1	2%	-9%	1%	-8%	-3%	-7
O=C(N/C(=C\c1cccnc1)C(=O)N1CCCCC1)c1cccc(Br)c1	u	-2%	5%	5%	1%	5
Cc1cc2oc(=O)cc(CN(C)Cc3ccccc3F)c2cc1Cl	0%	-31%	-15%	6%	-11%	37
CC(C)c1cc(C(=O)Nc2cccc(C(F)(F)F)c2)no1	-5%	-25%	-9%	37%[activator]	1%	7
Cc1cc(/C=C(/C#N)c2cccc(F)c2)c(C)n1-c1cccnc1	u	83%[activator]	-10%	-21%	-12%	31
Cc1cc(C)cc(OCc2cc(=O)n3c4c(sc3n2)CCCC4)c1	0%	x	x	x	3%	-2
CNC(=O)C1CC(=O)N(Cc2ccc3c(c2)OCO3)C(=Nc2ccc(OC)cc2)S1 (centres undefined)	-7%	105%[activator]	3%	4%	3%	-7
Cc1ccc(C(=O)N2CCC(C(=O)c3ccc(Cl)cc3)CC2)cc1	u	47%	-27%	-10%	-2%	-25
CCCCCC(=O)c1ccc(O)cc1O	2%	-30%	11%	0%	36%	-8
Cc1ccc(NC(=O)CCN2C(=O)C3CCCCC3C2=O)cc1[N+](=O)[O-] (centres undefined)	u	-22%	x	8%	2%	-34
COc1cc(CNc2ncn[nH]2)cc(Br)c1OC	u	-23%	-12%	-7%	5%	-23
COc1ccc(NC(=O)c2c(NCc3cccs3)sc3c2CCCC3)c(OC)c1	13%	x	x	x	-5%	0
Cc1cccc(C)c1NC(=O)C(c1ccccc1)N1CCC1=O (centres undefined)	-4%	3%	5%	10%	1%	-10
COc1cc(C(c2c(C(=O)O)[nH]c3ccccc23)c2c(C(=O)O)[nH]c3ccccc23)ccc1OCc1ccccc1	-14%	-19%	12%	-3%	-9%	5
CC(NC(=O)c1cccc(S(=O)(=O)N2CCc3ccccc3C2)c1)c1ccco1 (centres undefined)	-14%	-14%	x	-3%[11.6 µM]	16%	-22
CCn1c(C)nc2cc(OC)ccc21	u	25%[11.4 µM]	0%	-5%	-3%	u
CCOc1ccc(-c2cc(CCCC(=O)NCCc3ccc(OC)c(OC)c3)no2)cc1	8%	x	x	x	-2%	u
